PhoP inhibition – inhibitors of PhoP regulon expression, primary screen, Salmonella Typhimurium, GFP reporter (AID 1863); S. Typhimurium PhoP-regulated promoter GFP reporter, 4 h; higher % means a stronger effect; inhibition, % at 50 µM; hits with a dose series show IC50 in µM; 300,000 compounds, 0.16% hits;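 active = inhibition over 29.93%, a cutoff 3 SD above the screen mean, later confirmed by dose response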;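 also: 0% = low Mg2+ inducing control and 100% = high Mg2+ repressing control; strong numbers were not always called active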
Myeloid diff MLP – induction of myeloid progenitor differentiation, primary screen, cell-based, flow cytometry, MLPCN library. ER-HoxA9 myeloid progenitors, lysozyme-GFP differentiation. calls only at 10 µM. 360,000 compounds, 1% hits;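 active = normalized GFP-positive differentiation at or above the plate's own cutoff, the solvent-only control mean plus 3 SD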;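 also: cells exposed to compound for four days before flow analysis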
Myeloid diff MLP GFP+ MAC1+ % – also measured in Myeloid diff MLP; calls as there; GFP+ MAC1+ double positive, %; measured here: differentiation confirmed by MAC1 staining
Numbers without * were called inactive. This is a subset; the hit share may differ from the screen's.

What do the screens show for `COc1ccccc1-c1ccc2nnc(SCC(=O)N3CCCC3)n2n1`?
PhoP inhibition: -0.8%; Myeloid diff MLP: inactive; Myeloid diff MLP GFP+ MAC1+ %: 0.5

Results for O=C(CN1C(=O)NC(Cc2ccccc2)C1=O)Nc1ccc(OC(F)F)cc1 (stereo not given) ?
PhoP inhibition: -5.2%; Myeloid diff MLP: inactive; Myeloid diff MLP GFP+ MAC1+ %: 0.8

What do the screens show for `Cc1cc(C)c(NC(=O)COC(=O)C2CCN(c3ccc(C(F)(F)F)cn3)CC2)c(Cl)c1`?
PhoP inhibition: -4.0%; Myeloid diff MLP: inactive; Myeloid diff MLP GFP+ MAC1+ %: 1.0

Results for COC(=O)c1c(NC(=O)COC(=O)CCNS(=O)(=O)c2ccc(NC(C)=O)cc2)sc(C)c1C ?
PhoP inhibition: -1.1%; Myeloid diff MLP: inactive; Myeloid diff MLP GFP+ MAC1+ %: 0.6

How did Cc1noc(C)c1COc1ccccc1C(=O)NCCc1ccc(Cl)cc1 do in these assays?
PhoP inhibition: -0.8%; Myeloid diff MLP: inactive; Myeloid diff MLP GFP+ MAC1+ %: 0.6

How did NC(N)=NC(=O)c1nc(Cl)c(N2CCCCCC2)nc1N do in these assays?
PhoP inhibition: -13.1%; Myeloid diff MLP: inactive; Myeloid diff MLP GFP+ MAC1+ %: 8.0

Results for Cc1ccc(C)c(OCCC(=O)OCC(=O)Nc2cccc(S(=O)(=O)N3CCCC3)c2)c1 ?
PhoP inhibition: 4.0%; Myeloid diff MLP: inactive; Myeloid diff MLP GFP+ MAC1+ %: 0.6

What do the screens show for `O=C(COc1coc(CN2CCN(c3ccccc3)CC2)cc1=O)Nc1ccccc1`?
PhoP inhibition: 5.9%; Myeloid diff MLP: inactive; Myeloid diff MLP GFP+ MAC1+ %: 0.0

What do the screens show for `COc1ccccc1NS(=O)(=O)c1cccc(C(=O)N2CC(C)OC(C)C2)c1` (stereo not given)?
PhoP inhibition: -6.3%; Myeloid diff MLP: inactive; Myeloid diff MLP GFP+ MAC1+ %: 0.4

How did CN(CC(=O)Nc1ccc(F)c(F)c1F)C(=O)CC1OC(=O)c2ccccc21 (stereo not given) do in these assays?
PhoP inhibition: 0.7%; Myeloid diff MLP: inactive; Myeloid diff MLP GFP+ MAC1+ %: 0.1

How did CS(=O)(=O)c1ccc(-c2cccc(NC(=O)c3ccc(Br)o3)c2)nn1 do in these assays?
PhoP inhibition: 5.9%; Myeloid diff MLP: inactive; Myeloid diff MLP GFP+ MAC1+ %: 1.0

What do the screens show for `Cc1cc(C)cc(OCC(=O)OCC(=O)N(CC(C)C)c2c(N)n(Cc3ccccc3)c(=O)[nH]c2=O)c1`?
PhoP inhibition: 5.2%; Myeloid diff MLP: inactive; Myeloid diff MLP GFP+ MAC1+ %: 1.4

Results for CCCCN(C(=O)c1cccc(S(=O)(=O)N2CCN(C)CC2)c1)c1c(N)n(CCCC)c(=O)[nH]c1=O ?
PhoP inhibition: -5.8%; Myeloid diff MLP: inactive; Myeloid diff MLP GFP+ MAC1+ %: 0.4

How did COc1ccc(OC)c(NC(=O)CSc2nc(=O)n(CCN3CCOCC3)c3c2CCC3)c1 do in these assays?
PhoP inhibition: -4.6%; Myeloid diff MLP: inactive; Myeloid diff MLP GFP+ MAC1+ %: 0.9

What do the screens show for `COc1ccccc1NS(=O)(=O)c1cc(C(=O)NCC(C)(C)N2CCOCC2)ccc1C`?
PhoP inhibition: -2.1%; Myeloid diff MLP: inactive; Myeloid diff MLP GFP+ MAC1+ %: 0.8

How did CC(=O)N1CCN(C(=O)CCN(c2ccccc2)S(=O)(=O)c2ccc(C)cc2)CC1 do in these assays?
PhoP inhibition: -7.7%; Myeloid diff MLP: inactive; Myeloid diff MLP GFP+ MAC1+ %: 0.9

What do the screens show for `O=C(NCCN1C(=O)S/C(=C\c2ccc(Cl)cc2Cl)C1=O)C1=COCCO1`?
PhoP inhibition: 0.2%; Myeloid diff MLP: inactive; Myeloid diff MLP GFP+ MAC1+ %: 0.7

How did Cc1ccc(NC(=O)COc2coc(CN3c4ccccc4CC3C)cc2=O)c(C)c1 (stereo not given) do in these assays?
PhoP inhibition: -1.6%; Myeloid diff MLP: inactive; Myeloid diff MLP GFP+ MAC1+ %: 0.7

How did CC(=O)c1c(C)[nH]c(C(=O)CN2C(=O)NC(C)(c3ccc4c(c3)OCCO4)C2=O)c1C (stereo not given) do in these assays?
PhoP inhibition: 3.7%; Myeloid diff MLP: inactive; Myeloid diff MLP GFP+ MAC1+ %: 0.4

What do the screens show for `O=C(c1ccc(F)c(S(=O)(=O)N2CCOCC2)c1)N(CCc1ccccc1)Cc1ccccc1`?
PhoP inhibition: -6.3%; Myeloid diff MLP: inactive; Myeloid diff MLP GFP+ MAC1+ %: 0.8

Results for O=C(NCCCN1CCOCC1)c1cccc(NC(=O)c2ccccc2)c1 ?
PhoP inhibition: -0.5%; Myeloid diff MLP: inactive; Myeloid diff MLP GFP+ MAC1+ %: 0.8

How did Nc1nccnc1C(=O)OCC(=O)c1ccc[nH]1 do in these assays?
PhoP inhibition: 0.8%; Myeloid diff MLP: inactive; Myeloid diff MLP GFP+ MAC1+ %: 0.3

Results for COc1ccccc1OCC(=O)NCc1n[nH]c(=O)c2ccccc12 ?
PhoP inhibition: -3.6%; Myeloid diff MLP: inactive; Myeloid diff MLP GFP+ MAC1+ %: 0.5

Results for CN(CC(=O)Nc1ccc(Cl)cc1)C(=O)Cn1[nH]c(=O)c2ccccc2c1=O ?
PhoP inhibition: -3.4%; Myeloid diff MLP: inactive; Myeloid diff MLP GFP+ MAC1+ %: 0.3

What do the screens show for `COc1ccc(OC)c(CN2CCN(C(=O)CN3C(=O)NC4(CCCC4)C3=O)CC2)c1`?
PhoP inhibition: -1.4%; Myeloid diff MLP: inactive; Myeloid diff MLP GFP+ MAC1+ %: 0.8

Results for O=C(NCCc1ccccc1)C(=O)NCC1CCCN1S(=O)(=O)c1cccs1 (stereo not given) ?
PhoP inhibition: -8.0%; Myeloid diff MLP: inactive; Myeloid diff MLP GFP+ MAC1+ %: 0.7

Results for Nc1ccc(C#Cc2ccc3sc4ccccc4c(=O)c3c2)cc1 ?
PhoP inhibition: 18.5%; Myeloid diff MLP: inactive; Myeloid diff MLP GFP+ MAC1+ %: 1.9

How did O=C(COc1ccc(C(=O)NCCN2CCOCC2)cc1)Nc1cccc(C(F)(F)F)c1 do in these assays?
PhoP inhibition: 1.2%; Myeloid diff MLP: inactive; Myeloid diff MLP GFP+ MAC1+ %: 1.4

Results for C=C1CCN([C@@H](Cc2ccccc2)C(=O)NCCCc2ccccc2)S(=O)(=O)c2ccccc21 ?
PhoP inhibition: -1.2%; Myeloid diff MLP: inactive; Myeloid diff MLP GFP+ MAC1+ %: 2.4

How did COc1cc2ccccc2cc1C(=O)Nc1ccccc1N1CCCC1 do in these assays?
PhoP inhibition: -2.8%; Myeloid diff MLP: inactive; Myeloid diff MLP GFP+ MAC1+ %: 1.6

What do the screens show for `COc1cccc(NC(=O)[C@@H]2CCCN2S(=O)(=O)c2cccc3cccnc23)c1`?
PhoP inhibition: -10.7%; Myeloid diff MLP: inactive; Myeloid diff MLP GFP+ MAC1+ %: 1.1

How did COC(=O)c1ccc(NC(=O)CSc2nc3[nH]ncc3c(=O)[nH]2)cc1 do in these assays?
PhoP inhibition: -1.4%; Myeloid diff MLP: inactive; Myeloid diff MLP GFP+ MAC1+ %: 0.8

Results for CCC1CCc2sc(C(=O)N(C)CC(=O)Nc3ccc(N4CCOCC4)cc3)cc2C1 (stereo not given) ?
PhoP inhibition: -1.3%; Myeloid diff MLP: inactive; Myeloid diff MLP GFP+ MAC1+ %: 1.0

How did COc1ccc(Cc2nnc(SCC(=O)N(c3ccccc3)C(C)C)n(N)c2=O)cc1 do in these assays?
PhoP inhibition: 12.4%; Myeloid diff MLP: inactive; Myeloid diff MLP GFP+ MAC1+ %: 0.3

How did CN(C)C(CNC(=O)CCNC(=O)c1ccc(Br)cc1)c1ccco1 (stereo not given) do in these assays?
PhoP inhibition: -0.8%; Myeloid diff MLP: inactive; Myeloid diff MLP GFP+ MAC1+ %: 1.7

Results for Cc1ccc(N2CC(C(=O)OCC(=O)c3c(N)n(CC(C)C)c(=O)n(C)c3=O)CC2=O)cc1 (stereo not given) ?
PhoP inhibition: -3.5%; Myeloid diff MLP: inactive; Myeloid diff MLP GFP+ MAC1+ %: 0.7

What do the screens show for `Cc1ccc(S(=O)(=O)Nc2ccccc2F)cc1C(=O)NNC(=O)c1ccccc1O`?
PhoP inhibition: 5.5%; Myeloid diff MLP: inactive; Myeloid diff MLP GFP+ MAC1+ %: 0.8

What do the screens show for `Cn1c(Cc2cccs2)nnc1SCC(=O)Nc1ccccc1F`?
PhoP inhibition: 2.7%; Myeloid diff MLP: inactive; Myeloid diff MLP GFP+ MAC1+ %: 0.8

What do the screens show for `O=C1CC2(CCN(C(=O)c3c(F)cccc3Cl)CC2)Oc2ccccc21`?
PhoP inhibition: -3.3%; Myeloid diff MLP: inactive; Myeloid diff MLP GFP+ MAC1+ %: 0.2

Results for CN(C)CCn1c2c(c(SCC(=O)Nc3ccc4c(c3)OCCO4)nc1=O)CCCC2 ?
PhoP inhibition: -5.5%; Myeloid diff MLP: inactive; Myeloid diff MLP GFP+ MAC1+ %: 0.7

How did C=CCN1C(=O)c2ccc(C(=O)N(C)Cc3ccc(C)o3)cc2C1=O do in these assays?
PhoP inhibition: -0.3%; Myeloid diff MLP: inactive; Myeloid diff MLP GFP+ MAC1+ %: 0.6

Results for O=C(NCCS(=O)(=O)N1CCN(c2ccccc2F)CC1)c1ccc(F)c(F)c1 ?
PhoP inhibition: -8.0%; Myeloid diff MLP: inactive; Myeloid diff MLP GFP+ MAC1+ %: 0.8

Results for CC1(C)NC(=O)N(CC(=O)OCC(=O)NC(=O)c2ccccc2)C1=O ?
PhoP inhibition: -3.0%; Myeloid diff MLP: inactive; Myeloid diff MLP GFP+ MAC1+ %: 0.3

How did O=C1c2cc(CO)cc(O)c2C(=O)c2c(O[C@@H]3OC(CO)[C@@H](O)[C@@H](O)[C@@H]3O)cccc21 (stereo not given in full) do in these assays?
PhoP inhibition: -2.2%; Myeloid diff MLP: inactive; Myeloid diff MLP GFP+ MAC1+ %: 1.3

Results for NS(=O)(=O)c1cc2c(cc1Cl)NC(C1CC3C=CC1C3)NS2(=O)=O (stereo not given) ?
PhoP inhibition: 0.9%; Myeloid diff MLP: inactive; Myeloid diff MLP GFP+ MAC1+ %: 6.3

How did Cc1ccc(OCCC(=O)OCC(=O)NC2CCCC2)cc1 do in these assays?
PhoP inhibition: -5.3%; Myeloid diff MLP: inactive; Myeloid diff MLP GFP+ MAC1+ %: 0.8

Results for COc1cc2sc3ccc(C#Cc4ccc(N)cc4)cc3c(=O)c2cc1OC ?
PhoP inhibition: 8.8%; Myeloid diff MLP: inactive; Myeloid diff MLP GFP+ MAC1+ %: 4.3

Results for Cc1cccc([N+](=O)[O-])c1NC(=O)COC(=O)C1CC2CCCC(C1)C2=O (stereo not given) ?
PhoP inhibition: 2.2%; Myeloid diff MLP: inactive; Myeloid diff MLP GFP+ MAC1+ %: 0.8

How did Cc1cccc(C)c1NC(=O)CN(C)C(=O)CSCc1c(C)noc1C do in these assays?
PhoP inhibition: -8.3%; Myeloid diff MLP: inactive; Myeloid diff MLP GFP+ MAC1+ %: 1.0

What do the screens show for `O=C1C=CC[C@H](/C=C/C[C@@H](O)C[C@H](O)CCc2ccccc2)O1`?
PhoP inhibition: -2.1%; Myeloid diff MLP: inactive; Myeloid diff MLP GFP+ MAC1+ %: 6.3

What do the screens show for `CCC(C)NC(=O)CSc1nc2cc(S(=O)(=O)N3CCOCC3)ccc2n1CC` (stereo not given)?
PhoP inhibition: 0.4%; Myeloid diff MLP: inactive; Myeloid diff MLP GFP+ MAC1+ %: 0.3

What do the screens show for `CCCCNC(=O)c1onc(CSc2cccc(OC)c2)c1C(=O)NCCCC`?
PhoP inhibition: -2.0%; Myeloid diff MLP: inactive; Myeloid diff MLP GFP+ MAC1+ %: 1.8

Results for COc1ccc(NC(=O)CSc2nnc3ccc(-c4ccccn4)nn23)cc1 ?
PhoP inhibition: -6.6%; Myeloid diff MLP: inactive; Myeloid diff MLP GFP+ MAC1+ %: 0.5

What do the screens show for `Cc1ccc(C)c(OCC(=O)OCC(=O)Nc2c(C)nn(-c3ccccc3)c2C)c1`?
PhoP inhibition: 3.4%; Myeloid diff MLP: inactive; Myeloid diff MLP GFP+ MAC1+ %: 0.3

Retrieved by structure from the list above, 6 records:
How did O=C1c2cc(CO)cc(O)c2C(=O)c2c(O[C@@H]3OC(CO)[C@@H](O)[C@@H](O)[C@@H]3O)cccc21 (stereo not given in full) do in these assays?
PhoP inhibition: -2.2%; Myeloid diff MLP: inactive; Myeloid diff MLP GFP+ MAC1+ %: 1.3

How did Cc1cccc(C)c1NC(=O)CN(C)C(=O)CSCc1c(C)noc1C do in these assays?
PhoP inhibition: -8.3%; Myeloid diff MLP: inactive; Myeloid diff MLP GFP+ MAC1+ %: 1.0

How did C=CCN1C(=O)c2ccc(C(=O)N(C)Cc3ccc(C)o3)cc2C1=O do in these assays?
PhoP inhibition: -0.3%; Myeloid diff MLP: inactive; Myeloid diff MLP GFP+ MAC1+ %: 0.6

What do the screens show for `CCCCNC(=O)c1onc(CSc2cccc(OC)c2)c1C(=O)NCCCC`?
PhoP inhibition: -2.0%; Myeloid diff MLP: inactive; Myeloid diff MLP GFP+ MAC1+ %: 1.8

Results for COc1cc2sc3ccc(C#Cc4ccc(N)cc4)cc3c(=O)c2cc1OC ?
PhoP inhibition: 8.8%; Myeloid diff MLP: inactive; Myeloid diff MLP GFP+ MAC1+ %: 4.3

Results for COc1ccc(NC(=O)CSc2nnc3ccc(-c4ccccn4)nn23)cc1 ?
PhoP inhibition: -6.6%; Myeloid diff MLP: inactive; Myeloid diff MLP GFP+ MAC1+ %: 0.5

Screening results (PubChem)
